KB-V1 MDR tox: KB-V1 MDR subline cytotoxicity | KB-V1 MDR cells viability, CellTiter-Glo, 72 h | 3.4% of 400,000 active | Potency, µM (highest dose often 46.1 µM), inactives show at the highest dose activity change, negative = cytotoxicity, actives largely listed as cytotoxic | AID 1347076; note: potency is the fitted concentration of half-maximal effect; % is set by controls: 0 for no effect and ±100 for the full control effect; nearly all actives have a fitted effect of over 60% in size
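qHTS viability screen in drug-selected KB-V1 MDR cells: 72 h compound treatment at 37 degrees C, ATP luminescence end point.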
PTHR1 ag: PTHR1 (human) receptor agonism | 0.075% of 410,000 active | Q03431 | Potency, µM (series often up to 115 µM), for inactives: top-dose activation, most hits filed as activators | HEK293 GP2 PTHR1 cells, GloSensor cAMP luminescence, 1 h; note: potency is the fitted concentration of half-maximal effect; nearly all actives have a fitted effect of over 55% in size; some results filed as inactive show a strong effect at the top dose; inactives centre near -15; many of its hits are not listed in these tables
Target sequence (Q03431 whole entry, looked up): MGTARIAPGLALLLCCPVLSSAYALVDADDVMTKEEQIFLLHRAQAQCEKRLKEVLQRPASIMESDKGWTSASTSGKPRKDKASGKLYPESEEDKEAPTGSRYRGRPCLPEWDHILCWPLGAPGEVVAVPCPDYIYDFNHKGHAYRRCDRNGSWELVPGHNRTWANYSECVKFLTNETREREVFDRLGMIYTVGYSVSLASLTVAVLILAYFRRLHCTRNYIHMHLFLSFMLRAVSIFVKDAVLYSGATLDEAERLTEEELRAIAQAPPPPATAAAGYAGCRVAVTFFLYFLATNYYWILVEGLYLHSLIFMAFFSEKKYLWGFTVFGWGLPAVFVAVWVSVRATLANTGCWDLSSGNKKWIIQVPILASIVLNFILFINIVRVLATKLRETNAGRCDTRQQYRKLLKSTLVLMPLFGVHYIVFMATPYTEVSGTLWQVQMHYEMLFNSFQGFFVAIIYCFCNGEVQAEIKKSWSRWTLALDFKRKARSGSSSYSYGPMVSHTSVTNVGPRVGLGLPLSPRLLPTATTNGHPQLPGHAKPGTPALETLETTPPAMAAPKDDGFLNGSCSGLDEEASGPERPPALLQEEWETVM
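HEK-293-derived GP2 cells expressing PTHR1 and a GloSensor cAMP reporter, 3,000/well, plated overnight, given luciferin plus IBMX (each 0.5 mM as added) for 1 h at 37 °C, then compound for 1 h at 37 °C. Luminescence was read after 15 min at room temperature.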
GLP1R inv ag: GLP-1 receptor (human) inverse agonism | HEK293 GLP-1R CRE-luciferase, luminescence, 24 h; GLP-1R form is constitutively active | Potency, µM (titrated, usually from 38.3 µM), inactives show at the top dose activity change, negative = inhibition, usual class: inhibitors | 1.6% of 410,000 active | AID 624417; note: potency is the fitted concentration of half-maximal effect; % is set by controls: 0 for no effect and ±100 for the full control effect; nearly all actives have a fitted effect of over 55% in size
Target sequence (P43220 whole entry, looked up): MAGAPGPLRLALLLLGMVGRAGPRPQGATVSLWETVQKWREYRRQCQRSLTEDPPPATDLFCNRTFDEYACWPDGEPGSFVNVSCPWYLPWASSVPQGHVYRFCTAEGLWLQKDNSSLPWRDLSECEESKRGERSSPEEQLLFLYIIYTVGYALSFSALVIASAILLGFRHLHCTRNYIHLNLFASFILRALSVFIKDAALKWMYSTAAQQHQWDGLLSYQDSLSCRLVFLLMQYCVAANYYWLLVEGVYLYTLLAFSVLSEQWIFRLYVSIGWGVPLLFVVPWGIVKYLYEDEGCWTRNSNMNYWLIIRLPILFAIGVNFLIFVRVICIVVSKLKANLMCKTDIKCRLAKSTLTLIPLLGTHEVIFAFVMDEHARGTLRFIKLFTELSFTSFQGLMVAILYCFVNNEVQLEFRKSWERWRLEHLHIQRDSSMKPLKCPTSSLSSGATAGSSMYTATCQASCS
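Stable HEK293 clone (constitutively active GLP-1R + cAMP-response luciferase); 200 cells/uL plated, 12 h pre-culture, compound 24 hr, 37 deg C/5% CO2; detection reagent 12 min RT; luminescence.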
DRD3 antagonist: antagonists of human D3 dopamine receptor; max response, negative = inhibition, %; D3R cells, DiscoveRx beta-arrestin luminescence, antagonist mode; stronger effect = lower value; 2.5% of 360,000 active; P35462; in the data active = max response below about -50%; inconclusive = no clear call, values can overlap the other calls; note: % is set by controls: 0 for no effect and ±100 for the full control effect; mostly tested at two doses, the higher about 12 µM
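Cells expressing the human receptor were seeded at 1500 cells/well, incubated overnight at 37 degrees C in 5% CO2, then exposed to library compounds with dopamine controls for 90 minutes at 37 degrees C before luminescent detection.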
GLP1R ag: GLP-1 receptor (human) agonism; Potency, µM (titrated, usually from 45.6 µM), for inactives: top-dose activation, actives largely listed as activators; P43220; AID 624172; HEK293 GLP-1R CRE-luciferase, luminescence, 4-6 h; cells express a hypersensitive GLP-1R form; 0.007% of 380,000 active; note: potency is the fitted concentration of half-maximal effect; % of control where 0% means no effect
TDP43 rescue: TDP-43 toxicity inhibition in yeast; TDP-43 expressing yeast growth rescue, BacTiter-Glo, 24 h; Potency, µM (titrated, usually from 46.1 µM), inactives show at the highest dose growth rescue (activation), usual class: activators; 1.8% of 410,000 active; AID 652104; note: potency is the fitted concentration of half-maximal effect; % of control where 0% means no effect; nearly all actives have a fitted effect of over 50% in size
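Yeast cells expressing TDP-43 under galactose induction are exposed to compounds for 24 hr at 30 deg C. BacTiter-Glo luminescence measures growth, so protective compounds score as activators.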
GLP1R cytotox: cytotoxicity counter-screen for GLP-1 receptor inverse agonists | Potency, µM (doses to about 38.3 µM), without a hit: top-dose activity change, negative = inhibition, actives largely listed as inhibitors | 0.13% of 410,000 active | HEK293 cAMP-luciferase reporter cells, luminescence, 24 h;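 note: loss of luciferase light is scored as toxicity; potency is the fitted concentration of half-maximal effect; % is set by controls: 0 for no effect and ±100 for the full control effect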
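1536-well qHTS counterscreen of the MLSMR; 200 cells/uL, 12 h pre-incubation, 23 nL cpd, 24 h at 37 deg C 5% CO2, luciferase detection reagent, 12 min RT, luminescence. Inhibition = undesired.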
aSyn yeast inh: inhibitors of alpha-synuclein toxicity in yeast; 0.14% of 370,000 active; Potency, µM (titrated, usually from 46.1 µM), inactives show at the top dose growth rescue (activation), hits mostly activators; AID 652106; Yeast expressing alpha-synuclein, growth rescue, BacTiter-Glo, 24 h; note: potency is the fitted concentration of half-maximal effect; % of control where 0% means no effect; nearly all actives have a fitted effect of over 65% in size
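Rescue of yeast growth: cells expressing toxic alpha-synuclein, induced in galactose at OD600 0.02, incubated with compound 24 h at 30 C. ATP luminescence quantified growth; inhibitors of toxicity appear as activators.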
DRD3 agonist: agonists of human D3 dopamine receptor; D3R DiscoveRx beta-arrestin cells, luminescence, 90 min; 0.58% of 410,000 active; P35462; AID 652048; max activation, %; in the data active = max activation above about 30%; note: 0% is about no effect; mostly tested at two doses, the higher about 12 µM
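Agonist-mode cell screen: cells plated at 1500/well and incubated overnight at 37 °C, then exposed to library compounds for 90 min at 37 °C. Detection reagent was added for 30–60 min at room temperature, and luminescence was read.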
Active calls of the source: *; i = inactive; ? = inconclusive; . = no result given; [ ] = remark or other dose. Unless noted, calls come from the whole dose curve; as a rule, active = well fitted curve in the direction sought with a large enough effect; inconclusive = small, poorly fitted or top-dose-only effect, or another doubt; inactive = no such curve, though single readings can be large; an effect the other way counts as inactive or inconclusive. Some of the compounds tested. The share of hits here may be higher or lower than overall.

no.	SMILES	KB-V1 MDR tox	PTHR1 ag	GLP1R inv ag	DRD3 antagonist	GLP1R ag
1	Cc1cc(C)n(-c2cc(N3CCN(S(=O)(=O)c4ccc(C)c(C)c4)CC3)ccc2[N+](=O)[O-])n1	-2%	-19%[57.5 µM]	6%	21	-9%
2	CCOC(=O)c1c(NC(=O)Cn2nc(C(=O)O)c3ccccc3c2=O)sc(C)c1C	3%	4%	16%	1	5%
3	CC(=O)NC(c1ccccc1)c1nc(-c2cccc(F)c2)cs1 (stereo not given)	2%	i	4%	?	14%
4	Cc1ccc(-c2nc(C)sc2CC(=O)OCC(=O)Nc2c(F)cccc2F)cc1	14%	i	0%	-20	2%
5	CCc1ccc(-c2cn3c(n2)sc2cc(C(=O)NCC(C)c4ccccc4)ccc23)cc1 (stereo not given)	.	-18%	5%	.	.
6	COc1ccc(Br)cc1C(=O)NC(=S)Nc1ccc(CN2CCOCC2)cc1	3%	-48%[inhibitor]	-28%	55	25%
7	CC12CCC(=O)N1C(C(=O)Nc1ccc(Br)cc1Cl)CS2 (stereo not given)	.	i	-21%	0	9%
8	COc1ccc(N(CC(=O)NCc2ccc(C)cc2)S(=O)(=O)c2c(C)nn(C)c2C)cc1	?	i	7%	4	8%
9	COCCCNc1ccn2nc(-c3cc(OC)c(OC)c(OC)c3)cc2n1	-12%	i	-10%	13	-6%
10	O=C(Nc1ncccn1)c1cc(-c2ccc(F)cc2)nc2ccccc12	-1%	-47%	?	27	14%
11	O=C(c1cccs1)N1C[C@@H](n2cc(-c3ccc(F)cc3)nn2)[C@H](O)C[C@@H]1c1ccc(Cl)cc1	?	-68%[inhibitor]	11%	27	-3%
12	CCOC(=O)C1C(C(=O)OC)=C(C2=CCCCC2)c2ccccc2N1S(=O)(=O)C(F)(F)F (stereo not given)	0%	-13%	?	0	3%

no.	TDP43 rescue	GLP1R cytotox	aSyn yeast inh	DRD3 agonist
1	4%	-5%	0%	0
2	-16%	6%	0%	-7
3	36%	-3%	-6%	-4
4	6%	0%	-3%	-5
5	10%	1%	.	1
6	-12%	3%	-1%	4
7	2%	5%	-5%	4
8	17%	-14%	8%	0
9	23%	1%	-11%	2
10	.	-14%	-9%	-7
11	?	-29%	6%	-6
12	7%	-7%	-3%	4

Further entries.
no.	SMILES	KB-V1 MDR tox	PTHR1 ag	GLP1R inv ag	DRD3 antagonist	GLP1R ag
13	COCC1CCN(C(=O)CC2C(=O)NCCN2Cc2cccc(Oc3ccccc3)c2)CC1 (stereo not given)	-4%	-20%	4%	8	-6%
14	O=C(COC(=O)c1ccc(Br)o1)Nc1cccc(S(=O)(=O)N2CCCCC2)c1	-7%	-4%	?	13	4%
15	O=[N+]([O-])c1ccc(C2OCCO2)cc1CS(=O)(=O)c1ccccc1	6%	i	-1%	-6	4%
16	CC(C)[C@H](NC(=O)c1ccc(Cl)c([N+](=O)[O-])c1)C(=O)NCc1ccc(F)cc1	?	-11%	-16%	?	-1%
17	FC(F)(F)c1ccc(Oc2ccc3ccccc3c2Br)nc1	-2%	-38%[inhibitor]	10µM*	-4	10%
18	Cn1c(=O)n(C)c2cc(NC(=O)c3ccc(F)cc3)ccc21	8%	28%	5%	-3	6%
19	O=C(Nc1ccc(S(=O)(=O)N2CCN(Cc3ccccc3)CC2)cc1)c1cnccn1	2.3µM*	-20%[57.5 µM]	3%	9	-5%
20	Cc1cccc(OCC(=O)N2CCN(S(C)(=O)=O)CC2)c1	3%	-5%	9%	1	1%
21	O=C(Nc1ccccc1)/C(=C/c1ccccc1)c1ccccc1	?	-26%	?	7	2%
22	O=C(Nc1cc(=O)[nH]c(=O)[nH]1)c1cccc(Br)c1	3%	?	4%	-4	13%
23	O=C(CSc1ccc(Cl)cc1)N1N=CCC1c1ccccc1 (stereo not given)	-23%	-36%[inhibitor]	?	3	7%
24	COc1ccc(/C=C/C(=O)OCCCN(C)C)cc1	-4%	-10%	2%	0	5%

no.	TDP43 rescue	GLP1R cytotox	aSyn yeast inh	DRD3 agonist
13	17%	-11%	5%	6
14	2%	-4%	13%	4
15	-8%	4%	-4%	-10
16	4%	11%	-2%	-14
17	10%	20%	-15%	3
18	7%	0%	1%	4
19	11%	-29%	0%	-3
20	5%	0%	-2%	5
21	13µM*	21%	-6%	4
22	-5%	4%	-8%	-8
23	13µM*	4%	-6%	-11
24	13%	13%	16%	-1

In another format: entries from further up
#16 CC(C)[C@H](NC(=O)c1ccc(Cl)c([N+](=O)[O-])c1)C(=O)NCc1ccc(F)cc1
- KB-V1 MDR tox = ?
- PTHR1 ag = -11%
- GLP1R inv ag = -16%
- DRD3 antagonist = ?
- GLP1R ag = -1%
- TDP43 rescue = 4%
- GLP1R cytotox = 11%
- aSyn yeast inh = -2%
- DRD3 agonist = -14
#23 O=C(CSc1ccc(Cl)cc1)N1N=CCC1c1ccccc1 (stereo not given)
- KB-V1 MDR tox = -23%
- PTHR1 ag = -36%[inhibitor]
- GLP1R inv ag = ?
- DRD3 antagonist = 3
- GLP1R ag = 7%
- TDP43 rescue = 13µM*
- GLP1R cytotox = 4%
- aSyn yeast inh = -6%
- DRD3 agonist = -11
#24 COc1ccc(/C=C/C(=O)OCCCN(C)C)cc1
- KB-V1 MDR tox = -4%
- PTHR1 ag = -10%
- GLP1R inv ag = 2%
- DRD3 antagonist = 0
- GLP1R ag = 5%
- TDP43 rescue = 13%
- GLP1R cytotox = 13%
- aSyn yeast inh = 16%
- DRD3 agonist = -1

Remaining list, next part.
no.	SMILES	KB-V1 MDR tox	PTHR1 ag	GLP1R inv ag	DRD3 antagonist	GLP1R ag
25	CC(C)(O)C#Cc1ccc(N2C(c3ccsc3)=Cc3ccc(F)cc3C2c2c[nH]c3ccccc23)cc1 (stereo not given)	?	-2%	?	-6	-4%
26	O=C(CSc1nnc(-c2ccc(Br)cc2)n1C1CCCCC1)N1CCCC1	0%	-18%	1%	24	-3%
27	Cc1nc(C)c(Oc2cccc(C(F)(F)F)c2)c(=O)[nH]1	6%	-9%	1%	-2	8%
28	CCN(CC)C(=O)Cn1c(=O)n(-c2ccc(C)c(C)c2)c(=O)c2c(C)c(C(=O)N(CC)CC)sc21	-23%	-50%[inhibitor]	34%[activator]	.	.
29	Clc1ccc2nc(Nc3ccccc3Cl)nc(-c3ccccc3)c2c1	6%	i	12%	.	.
30	Cc1ccc(S(=O)(=O)CC(=O)Nc2ccc3nc(C)sc3c2)cc1	-5%	-19%	0%	2	8%
31	CCN(CC)c1ccc(C(=O)OCC(=O)Nc2ccccc2-c2ccccc2)cc1	?	-54%[inhibitor]	-28%	70	-2%
32	COc1cc(/C=N/NC(=O)CNC(=O)c2ccc3c(c2)OCCO3)ccc1O	5%	?	-3%	-7	-3%
33	Cc1nnc(Nc2ccc(O)cc2)[nH]c1=O	9%	i	18%	7	5%
34	Fc1ccc(NC(=S)N2CCN(c3ncccn3)CC2)cc1	-2%	-27%	0%	43	5%
35	O=C1C=C(N2CCN(C(=O)c3ccccc3)CC2)C2(CCCCC2)O1	2%	-10%[57.5 µM]	20%	-13	-9%
36	CCn1c(=O)cc(O)c2c(=O)n(C)c(=O)n(C)c21	2%	-22%[57.5 µM]	13%	17	-5%

no.	TDP43 rescue	GLP1R cytotox	aSyn yeast inh	DRD3 agonist
25	3%	3%	10%	8
26	3%	-10%	7%	1
27	-4%	20%	1%	-3
28	0%	11%	.	-19
29	19%	-7%	.	2
30	?	-1%	-2%	1
31	5%	19%	11%	15
32	-5%	3%	-9%	-8
33	-13%	4%	-4%	8
34	4%	-1%	-6%	-6
35	-12%	3%	-5%	-4
36	11%	-2%	0%	1

Additional results follow:
no.	SMILES	KB-V1 MDR tox	PTHR1 ag	GLP1R inv ag	DRD3 antagonist	GLP1R ag
37	COc1cccc(CNS(=O)(=O)c2cc3c(cc2C)NC(=O)CO3)c1	15%	i	15%	16	-2%
38	COC(=O)c1ccc(Cn2c(SCc3cccc(C)c3)nc3ccncc32)cc1	-11%	-92%[inhibitor]	18%	.	.
39	CCCCC(=O)OC1=C(C(C)=O)N(Cc2ccccc2)S(=O)(=O)c2ccccc21	-7%	i	6%	.	.
40	O=C(COc1ccccc1Cc1ccccc1)Nc1cccc(S(=O)(=O)N2CCOCC2)c1	5.2µM*	-16%	?	2	?
41	C=CCNC(=S)N/N=C(\C)c1cc(OC)c(OC)c(OC)c1	15µM*	10%	?	-5	2%
42	Cc1nc(NC(=O)CN2CCN(c3cccc(Cl)c3)CC2)sc1C(=O)N(C)C	-17%	i	8%	-3	-2%
43	CCOC(=O)COc1ccc(/C=C2/SC(=Nc3ccccc3)N(Cc3cccnc3)C2=O)cc1OC	3%	i	14%	26	?
44	O=S(=O)(CC(CN1CCCCC1)N1CCCCC1)c1ccc2ccccc2c1 (stereo not given)	?	i	?	-85*	0%
45	CCCc1noc(-c2ccc(NCc3ccc(C)cc3)c([N+](=O)[O-])c2)n1	14%	-6%	16%	.	.
46	COc1ccccc1CN1CC(C(=O)NCc2ccc(N3CCCC3=O)cc2)CCC1=O (stereo not given)	-3%	-24%	17%	-14	3%
47	Cc1ccc(C(=O)Nc2ccc(OCc3cc(=O)n4c5c(sc4n3)CCCC5)cc2)cc1	-2%	-16%	25%	.	-1%
48	Cc1ccc(C(=O)NCCc2nnc3ccc(N4CCCC4)nn23)cc1	.	-2%	3%	0	6%
49	O=C(CCNC(=O)c1ccc(Br)cc1)Nc1ccccc1N1CCCCC1	-32%	i	?	6	17%
50	S=C1NC[C@H](CC2CCCCC2)N1CCCCC1CCCCC1	1%	-34%[inhibitor]	-8%	0	0%

no.	TDP43 rescue	GLP1R cytotox	aSyn yeast inh	DRD3 agonist
37	15%	-13%	3%	3
38	11%	3%	.	-13
39	?	9%	.	-3
40	9%	-9%	8%	3
41	13%	-30%	-6%	-5
42	9%	-5%	5%	-3
43	-2%	?	1%	2
44	-11%[9.22 µM]	?	0%	-26
45	10%	7%	.	-4
46	2%	1%	-3%	-5
47	-5%	2%	.	-4
48	-5%	0%	-2%	-6
49	-10%	3%	2%	-7
50	0%	18%	11%	-21
